CIT2-GFP yeast: modulators of TOR pathway CIT2-GFP in S. cerevisiae. hit rate 0.065% among 320,000. GFP response vs DMSO, % at 10 µM. S. cerevisiae CIT2-GFP strain, flow cytometry, 3 h; 100 means same as DMSO wells;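 active means GFP response relative to DMSO above a set limit, near the screen mean plus 3 SD, cut at about 150% in these data; inconclusive means Fewer than 70 cells measured for a yeast strain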;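 further: ratio of well median GFP fluorescence to mean of DMSO wells on the plate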
AGP1 TOR yeast: yeast TOR pathway AGP1-GFP modulation | GFP response vs DMSO, % at 10 µM | AID 2066 | S. cerevisiae AGP1-GFP multiplex flow cytometry, 3 h; GFP as percent of DMSO wells | hit rate 0.02% among 320,000;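 active means GFP response relative to DMSO above a set limit, near screen average plus 3 SD, cut at about 150% in these data; inconclusive means fewer than 70 cells counted for the yeast strain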;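 further: median GFP channel fluorescence of the gated AGP1 strain per well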
GRK2 aptamer HTS: inhibitors of human GRK2 displacing RNA aptamer; hit rate 0.59% among 330,000; P25098; bead flow cytometry, FAM-aptamer displacement from GRK2; inhibition of aptamer binding, % at 10 µM;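 active means inhibition of aptamer binding above 40%, roughly 3 SD of noise, on plates passing a quality check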;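 further: median bead fluorescence of bound FAM aptamer so fluorescent compounds give negative values; no value below 0 was filed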
Target sequence (P25098 whole entry, looked up): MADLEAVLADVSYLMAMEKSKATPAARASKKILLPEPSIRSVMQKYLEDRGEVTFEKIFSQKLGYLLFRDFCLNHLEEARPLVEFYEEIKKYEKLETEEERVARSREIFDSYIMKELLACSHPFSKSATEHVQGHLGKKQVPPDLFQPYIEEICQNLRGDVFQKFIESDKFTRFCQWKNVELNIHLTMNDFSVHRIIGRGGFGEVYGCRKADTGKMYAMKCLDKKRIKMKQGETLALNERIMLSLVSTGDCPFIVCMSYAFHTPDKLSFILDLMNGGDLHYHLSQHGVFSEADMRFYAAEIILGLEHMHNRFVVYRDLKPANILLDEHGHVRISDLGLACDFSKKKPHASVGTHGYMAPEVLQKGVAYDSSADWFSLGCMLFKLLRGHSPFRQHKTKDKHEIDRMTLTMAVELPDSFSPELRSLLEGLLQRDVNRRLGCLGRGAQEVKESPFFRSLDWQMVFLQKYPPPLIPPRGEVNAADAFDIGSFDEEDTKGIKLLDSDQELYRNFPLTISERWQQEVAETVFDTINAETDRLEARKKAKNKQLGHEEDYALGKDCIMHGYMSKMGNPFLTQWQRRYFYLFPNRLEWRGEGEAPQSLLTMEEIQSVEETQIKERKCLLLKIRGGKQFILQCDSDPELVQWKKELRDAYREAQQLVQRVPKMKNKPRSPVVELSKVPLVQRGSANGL
VLA-4 inh: inhibition in a human VLA-4 binding assay. inhibition, % (about 7 µM as worked out from the volumes in the protocol). P13612. VLA-4 expressing cells, ligand binding flow cytometry. hit rate 0.2% among 330,000; in the data active means inhibition above about 50%
RPL19A-GFP yeast: alters RPL19A-GFP fluorescence in TOR pathway yeast screen | S. cerevisiae RPL19A-GFP strain, flow cytometry, 3 h; active compounds read low | percent response vs DMSO, % at 10 µM | hit rate 0.3% among 330,000 | AID 2025;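 active means percent response vs DMSO below 50%; inconclusive means fewer than 70 events counted for the yeast strain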;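 further: median channel GFP fluorescence of the barcoded RPL19A-GFP strain; ratio of sample median GFP to plate DMSO average so 100% = DMSO; lower means less RPL19A-GFP as with rapamycin TOR inhibition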
LAP4 TOR yeast: modulators of TOR pathway LAP4-GFP in S. cerevisiae | S. cerevisiae LAP4-GFP multiplex, flow cytometry GFP, 3 h; median GFP as percent of DMSO wells | GFP response vs DMSO, % at 10 µM | hit rate 0.34% among 320,000;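 active means GFP response vs DMSO above a set limit, about the screen mean plus 3 SD, cut at about 150% in these data; inconclusive means under 70 cell events counted for the yeast strain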
MEP2-GFP yeast: yeast TOR pathway MEP2-GFP modulation | S. cerevisiae MEP2-GFP strain, flow cytometry GFP, 3 h; 100% = DMSO control level | GFP response vs DMSO, % at 10 µM | hit rate 0.51% among 330,000 | AID 2016;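 active means GFP response versus DMSO above a set limit, roughly screen mean plus 3 SD, cut at about 180% in these data; inconclusive means fewer than 70 cells counted for a yeast strain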;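 further: median GFP fluorescence of the barcode-gated MEP2-GFP cells per well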
JMJD2C inh: blocks human GASC-1 demethylase activity | GST-JMJD2C(1-420) H3K9me3 demethylation, DELFIA europium | hit rate 0.069% among 330,000 | inhibition, % at 2.35 µM | AID 2099;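 active means more than half of a compound's replicate wells show inhibition beyond 50%, single wells judged on their own value; inconclusive means some, but no more than half, of replicates pass 50% inhibition; inactive means no replicate passes 50% inhibition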;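 further: signal counts dimethyl H3K9 product captured on neutravidin plate; 0% = median of DMSO wells and 100% = 0.3 times that DMSO median; strong numbers were not always called active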
The depositor's hits bear a star; i = inactive; ? = inconclusive; nt = not tested or not shown; & = joins results of further samples; [ ] = another dose, or the depositor's remark. Compounds were not picked by outcome. Share with any hit: about 1.7%.

SMILES	CIT2-GFP yeast	AGP1 TOR yeast	GRK2 aptamer HTS	VLA-4 inh	RPL19A-GFP yeast	LAP4 TOR yeast	MEP2-GFP yeast	JMJD2C inh
Cc1cccnc1NC(=O)c1nn(C)c2c1CS(=O)(=O)c1ccccc1-2	100	104	0	17	98	110	97	7
CCCN(CCC)CCCNS(=O)(=O)c1ccc2c(c1)oc(=O)n2C	103	105	0	5	103	102	108	-16
O=C(CCC(=O)N1CCN(S(=O)(=O)c2ccc([N+](=O)[O-])cc2)CC1)N1CCOCC1	96	99	2	1	98	93	97	-8
Cc1nc(-c2ccc(NC(=O)c3cccs3)cc2)cs1	96	106	0	6	105	116	109	25
O=C(NCCCN1CCOCC1)C(=O)N/N=C/c1ccc(F)cc1	92	92	0	26	95	88	100	1
O=C(COc1ccc2ccccc2c1)Nc1nccs1	113	101	0	-60	103	110	111	-3
Cc1cc(=O)n(-c2ccccc2)n1C	85	87	1	1	87	93	98	nt
CCNc1nc(NC(C)C)nc(N2CC(=O)N(CC(=O)OCC)C2=N)n1	99	95	0	-22	99	94	102	3
O=C(CSc1nc(-c2cccs2)nc2ccccc12)NC1CCS(=O)(=O)C1 (stereo not drawn)	102	97	0	9	98	106	100	1
O=C(CC1Oc2ccccc2NC1=O)NCCCN1CCN(C2CCCCC2)CC1 (stereo not drawn)	106	103	0	-24	100	95	100	-2
COc1ccc(N2CCN(C(=O)c3ccc(OCc4c(C)noc4C)c(OC)c3)CC2)cc1	99	100	10	2	97	94	96	36
O=C(NCCCNCCCNC(=O)c1ccc(/C=N/O)nc1)c1ccc(/C=N/O)nc1	87	97	1	-2	95	96	94	33
CCOc1ccc(N(Cc2cc3ccc(C)cc3[nH]c2=O)C(=O)COC)cc1	106	109	0	11	103	100	105	-1
CC(=O)N/C(=C/c1ccc2c(c1)OCO2)C(=O)O	108	106	0	-1	97	104	101	-4
COc1cc(CNCc2cccnc2)ccc1OCC(=O)NC1CCCCC1	94	94	2	-4	91	92	85	5
COc1ccc(C(=O)Nc2ccc3nc(N4CCOCC4)sc3c2)cc1OC	96	96	4	-2	98	95	95	3
CCN(CC)c1ccc(/C=C(/C#N)c2nc3ccccc3[nH]2)c(OC(C)C)c1	79	78	0	i	117	87	94	-7
CNc1c([N+](=O)[O-])cnn1-c1ccccn1	98	104	0	-3	100	98	100	4
COc1cc2c(cc1OC)-c1cc3ccc4c(c3c[n+]1CC2)OCO4	114	108	6	-145	108	121	136	-3
CN1CCc2c(sc3c2C(=O)NC(c2cccc(OC(=O)c4cccs4)c2)N3)C1 (stereo not drawn)	85	96	12	-44	106	100	98	-10
COc1ccc(CN(C)C(=O)C2CSC3(C)CCC(=O)N23)cc1 (stereo not drawn)	92	108	0	1	96	104	101	14
COc1ccc(-c2cc(C(=O)NCCCn3ccnc3)c3ccccc3n2)c(OC)c1	103	100	0	-4	98	96	101	-16
O=C(NC(Cc1ccccc1)c1nc2ccccc2[nH]1)c1ccc(Cl)c([N+](=O)[O-])c1 (stereo not drawn)	108	103	3	-13	103	100	104	-4
Cc1cc(SCC(=O)NC2(C#N)CCCCC2)nc2c(C)cccc12	101	117	1	0	105	114	98	1
Cc1cc(C)cc(NC(=O)C2CCN(C(=O)[C@@H]3Cc4ccccc4CN3)CC2)c1	98	104	0	6	97	100	105	-7
CCC1CCCCN1C(=S)Nc1ccc(SC(F)F)cc1 (stereo not drawn)	100	108	0	-1	103	112	104	-1
FC(F)(F)c1nc(-c2ccncc2)ncc1-c1nnnn1-c1ccccc1	98	98	1	-5	93	98	100	-4
C=CCSc1nc2c(cnn2-c2ccccc2)c(=O)n1N	99	105	2	8	105	114	99	-1
O=C(COC(=O)/C=C/c1ccco1)Nc1ccccc1	93	97	14	2	94	111	103	2
COc1ccc(Cc2nc3ccccc3[nH]2)cc1OC	96	93	0	21	97	106	90	8
COc1ccc(NC(=O)c2ccc(=O)[nH]c2)cc1S(=O)(=O)N1CCCCC1	97	95	1	18	101	92	107	-2
Cc1noc(C)c1C(=O)Nc1nc(-c2ccccc2Cl)cs1	91	100	0	-10	101	108	99	-21
NS(=O)(=O)c1cccc(NC(=S)NCc2ccc3c(c2)OCO3)c1	95	99	2	-1	99	103	106	nt
CC(C)n1c(C(=O)OCC(=O)NCc2ccc3c(c2)OCO3)cc2sccc21	94	91	1	28	99	101	102	5&2
Cc1ccc(S(=O)(=O)N/N=C/c2ccc(OS(=O)(=O)c3ccc(C)c([N+](=O)[O-])c3)cc2)cc1	84	92	2	5	98	91	102	1
CN(Cc1ccccc1)C(=O)COC(=O)C12CC3CC(CC(Br)(C3)C1)C2	105	120	0	4	99	96	114	-1
COc1ccc(CCNC(=O)C2CC3Cn4c(nc5ccccc54)C3N2c2ccccc2)cc1 (stereo not drawn)	102	108	1	13	100	92	99	2
CCCN1C2CCCC1CC(NC(=O)c1cc(OC)c(OC)c(OC)c1)C2 (stereo not drawn)	99	95	0	-3	94	95	100	1
COc1cc(NS(=O)(=O)c2cc(C(=O)NCCc3ccccn3)ccc2OC)cc(OC)c1	97	99	1	-13	95	99	98	6
CN(C)c1cccc(C(=O)OC(C(=O)Nc2ccc(Cl)cc2C(F)(F)F)c2ccccc2)c1 (stereo not drawn)	104	108	2	0	92	121	108	-1
CC(C)CCNC(=O)C(=O)Nc1ccc2c(c1)N(S(=O)(=O)c1cccs1)CCC2	64	89	4	-5	96	98	93	-2
COCC(C)n1c(SCC(=O)NC(=O)Cc2ccccc2)nc2ccccc2c1=O (stereo not drawn)	96	97	0	3	95	108	114	3
CCN(C[C@H]1N[C@@](CC)(C(=O)OC)[C@H]2C(=O)N(C)C(=O)[C@@H]12)C(=O)c1ccc(F)cc1	93	102	0	21	105	104	105	nt
CC/C(C)=N/N1C(=O)c2ccccc2NC1(C)CC (stereo not drawn)	103	97	0	-7	97	93	100	-2
CC(C)NC(=O)[C@]1(C)CCC[C@@]2(C)C3CC[C@@]4(C)C[C@]3(CCC21)CC4=O (stereo partly drawn)	77	74	2	7	92	109	92	3
CCC(c1nnnn1Cc1ccco1)N1CCC(C(N)=O)CC1 (stereo not drawn)	88	94	0	-15	95	99	98	-5
CCCN(C(=O)CCOc1ccc(C(C)(C)C)cc1)c1c(N)n(Cc2ccccc2)c(=O)[nH]c1=O	98	103	4	7	100	105	104	-9
C=CC(=O)NCCCc1cc(C(C)(C)C)c(O)c(C(C)(C)C)c1	88	94	1	14	102	96	104	0
CN(C)S(=O)(=O)c1ccc(-c2cn3ccccc3n2)cc1	nt	89	0	-2	96	97	89	-16
O=C(NNC(=S)NC1CCCCC1)c1ccc(Cl)s1	100	101	0	0	109	97	113	-17
O=c1c(-c2ccc(F)cc2)coc2c3c(ccc12)OCCO3	98	104	2	6	107	110	106	-1
CNC(=O)c1cc2cc(OC)ccc2n1CCN(Cc1ccccc1)Cc1ccccc1	112	109	3	13	104	108	107	18
CCOC(=O)c1nnn(CC(=O)Nc2cccc(OC)c2)c1C(=O)OCC	94	101	4	14	101	104	102	9
COC(=O)Nc1ccc(S(=O)(=O)NC2CCS(=O)(=O)C2)cc1 (stereo not drawn)	99	102	3	6	94	96	89	3
NC(=S)N/N=C/c1ncc(C(F)(F)F)cc1Cl	79	102	4	11	90	104	84	-7
CCc1ccc(C(=O)OCC(=O)N2CCCCCC2)cc1	104	108	0	-16	104	104	99	nt
Cc1ccc(NC(=O)c2ccc(=O)n(CC(=O)Nc3ccccc3)n2)cc1	?	17[may fluoresce violet]	0	3	45*[may fluoresce violet]	89[may fluoresce violet]	132[may fluoresce violet]	0
COCCCn1c(SCc2ccc(OC)cc2)nc2cc(OC)c(OC)cc2c1=N	97	105	4	1	100	105	101	-4
CCOc1ccc(NC(=O)COc2ccc(C(=O)NCCc3ccccc3)cc2)cc1	112	108	0	2	108	97	103	-3
Cc1ccc(Sc2c(C#N)c(-c3ccccc3)nn2C)cc1	108	111	3	2	107	111	109	4
Going on with the list:
SMILES	CIT2-GFP yeast	AGP1 TOR yeast	GRK2 aptamer HTS	VLA-4 inh	RPL19A-GFP yeast	LAP4 TOR yeast	MEP2-GFP yeast	JMJD2C inh
COc1ccc(-c2cc(C#N)nc(NN)n2)cc1	87	92	2	-3	91	100	88	-12
Cc1ccccc1-n1c(SCC(=O)N2CCC(C(=O)O)CC2)nnc1-c1ccncc1	106	100	3	8	95	105	133	14
CCCCCC(=O)NC(=S)Nc1ccc(Br)cc1C	107	98	0	11	102	95	100	-22
Cc1ccc(/C=C/C(=O)Nc2ccc(S(=O)(=O)Nc3cc(C)nc(C)n3)cc2)cc1	107	107	1	-20	106	105	102	2
COc1ccccc1-c1noc(-c2cccnc2)n1	97	90	0	2	93	95	106	-20
CCOc1cc(NS(C)(=O)=O)c(OCC)cc1NC(=O)c1cccs1	95	103	1	-9	98	101	104	-2
COc1ccc(OC2CCN(S(=O)(=O)c3cccc(F)c3)CC2)cc1	103	93	3	8	104	98	112	-10
CCOC(=O)CC(NC(=O)c1cc2cccc(OC)c2oc1=O)c1cccc([N+](=O)[O-])c1 (stereo not drawn)	94	98	4	9	102	94	102	2
COc1ccc(-c2cc(C)no2)cc1S(=O)(=O)N1CCOc2ccc(Cl)cc21	105	104	0	-1	103	101	106	12
CC[C@@]1(C(=O)OC)N[C@H](CN(C)S(=O)(=O)c2ccc(-c3ccccc3)cc2)[C@@H]2C(=O)N(C)C(=O)[C@@H]21	82	82	6	-10	87	86	90	-8
CCCCn1c(N)c(N(CC(C)C)C(=O)Cn2c(=O)cnc3ccccc32)c(=O)[nH]c1=O	80	91	1	3	92	88	91	13
O=C(CCc1nc2ccccc2s1)Nc1cccnc1	101	103	2	13	99	104	100	6
COC(=O)c1ccc(C(=O)OC)c(NC(=O)CSc2nnc(-c3ccccc3Cl)o2)c1	90	94	2	5	92	89	94	5
CN(C)c1ccc(CN(C(=O)c2cc3ccccc3oc2=O)C2CCS(=O)(=O)C2)cc1 (stereo not drawn)	94	98	5	2	96	99	98	-8
COc1cccc(N/C(=N/C(=S)Nc2ccc(C)cc2C)Nc2nc(C)cc(C)n2)c1	94	101	0	20	92	99	92	-11
COc1ccc(-c2cc(C(=O)OCC(=O)N3CCCC3)c3ccccc3n2)cc1	84	93	0	6	91	110	99	16
Cc1ccn(CCNC(=O)C2CCC(=O)N(CCc3ccc(Cl)cc3)C2)n1 (stereo not drawn)	98	99	0	11	97	98	97	7
CCNc1ccc(S(=O)(=O)N(C)C)cc1NCC(=O)Nc1ccc(F)c(Cl)c1	112	94	3	-3	109	81	110	9
CCN(CC(=O)Nc1ccc2c(c1)OCCO2)S(=O)(=O)c1ccc(F)cc1	105	106	1	-2	104	110	103	-3
COc1ccccc1NS(=O)(=O)c1cc(N)ccc1N1CCCCC1	95	106	8	1	90	109	100	-15
O=C(c1ccccc1)c1sc(N2CCOCC2)nc1-c1ccccc1	99	104	0	8	104	99	93	-5
COc1cc(/C=N/NC(=O)c2ccc3nc[nH]c3c2)ccc1O	111	103	0	9	100	90	103	4
CCOC(=O)Cc1csc(NC(=O)c2ccc(S(=O)(=O)N3CCCCC3)cc2)n1	110	105	3	-8	101	103	106	5

Screens (PubChem BioAssay)
